Pf apPOL block – Pf-apPOL DNA polymerase inhibition; Recombinant Pf-apPOL, molecular beacon fluorescence, 1.5 h; inhibition, % at 10 µM; 210,000 compounds, 0.25% hits; AID 1794808
mHTT CaM bind – mHTT-calmodulin interaction abrogation | AlphaScreen His-mHTT/GST-CaM binding, luminescence | inhibition, % at 15 µM | P42858 | 190,000 compounds, 3.6% hits;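 also: 0% = both proteins with DMSO and 100% = one protein alone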
Target sequence (P42858 whole entry, looked up, stated change not applied): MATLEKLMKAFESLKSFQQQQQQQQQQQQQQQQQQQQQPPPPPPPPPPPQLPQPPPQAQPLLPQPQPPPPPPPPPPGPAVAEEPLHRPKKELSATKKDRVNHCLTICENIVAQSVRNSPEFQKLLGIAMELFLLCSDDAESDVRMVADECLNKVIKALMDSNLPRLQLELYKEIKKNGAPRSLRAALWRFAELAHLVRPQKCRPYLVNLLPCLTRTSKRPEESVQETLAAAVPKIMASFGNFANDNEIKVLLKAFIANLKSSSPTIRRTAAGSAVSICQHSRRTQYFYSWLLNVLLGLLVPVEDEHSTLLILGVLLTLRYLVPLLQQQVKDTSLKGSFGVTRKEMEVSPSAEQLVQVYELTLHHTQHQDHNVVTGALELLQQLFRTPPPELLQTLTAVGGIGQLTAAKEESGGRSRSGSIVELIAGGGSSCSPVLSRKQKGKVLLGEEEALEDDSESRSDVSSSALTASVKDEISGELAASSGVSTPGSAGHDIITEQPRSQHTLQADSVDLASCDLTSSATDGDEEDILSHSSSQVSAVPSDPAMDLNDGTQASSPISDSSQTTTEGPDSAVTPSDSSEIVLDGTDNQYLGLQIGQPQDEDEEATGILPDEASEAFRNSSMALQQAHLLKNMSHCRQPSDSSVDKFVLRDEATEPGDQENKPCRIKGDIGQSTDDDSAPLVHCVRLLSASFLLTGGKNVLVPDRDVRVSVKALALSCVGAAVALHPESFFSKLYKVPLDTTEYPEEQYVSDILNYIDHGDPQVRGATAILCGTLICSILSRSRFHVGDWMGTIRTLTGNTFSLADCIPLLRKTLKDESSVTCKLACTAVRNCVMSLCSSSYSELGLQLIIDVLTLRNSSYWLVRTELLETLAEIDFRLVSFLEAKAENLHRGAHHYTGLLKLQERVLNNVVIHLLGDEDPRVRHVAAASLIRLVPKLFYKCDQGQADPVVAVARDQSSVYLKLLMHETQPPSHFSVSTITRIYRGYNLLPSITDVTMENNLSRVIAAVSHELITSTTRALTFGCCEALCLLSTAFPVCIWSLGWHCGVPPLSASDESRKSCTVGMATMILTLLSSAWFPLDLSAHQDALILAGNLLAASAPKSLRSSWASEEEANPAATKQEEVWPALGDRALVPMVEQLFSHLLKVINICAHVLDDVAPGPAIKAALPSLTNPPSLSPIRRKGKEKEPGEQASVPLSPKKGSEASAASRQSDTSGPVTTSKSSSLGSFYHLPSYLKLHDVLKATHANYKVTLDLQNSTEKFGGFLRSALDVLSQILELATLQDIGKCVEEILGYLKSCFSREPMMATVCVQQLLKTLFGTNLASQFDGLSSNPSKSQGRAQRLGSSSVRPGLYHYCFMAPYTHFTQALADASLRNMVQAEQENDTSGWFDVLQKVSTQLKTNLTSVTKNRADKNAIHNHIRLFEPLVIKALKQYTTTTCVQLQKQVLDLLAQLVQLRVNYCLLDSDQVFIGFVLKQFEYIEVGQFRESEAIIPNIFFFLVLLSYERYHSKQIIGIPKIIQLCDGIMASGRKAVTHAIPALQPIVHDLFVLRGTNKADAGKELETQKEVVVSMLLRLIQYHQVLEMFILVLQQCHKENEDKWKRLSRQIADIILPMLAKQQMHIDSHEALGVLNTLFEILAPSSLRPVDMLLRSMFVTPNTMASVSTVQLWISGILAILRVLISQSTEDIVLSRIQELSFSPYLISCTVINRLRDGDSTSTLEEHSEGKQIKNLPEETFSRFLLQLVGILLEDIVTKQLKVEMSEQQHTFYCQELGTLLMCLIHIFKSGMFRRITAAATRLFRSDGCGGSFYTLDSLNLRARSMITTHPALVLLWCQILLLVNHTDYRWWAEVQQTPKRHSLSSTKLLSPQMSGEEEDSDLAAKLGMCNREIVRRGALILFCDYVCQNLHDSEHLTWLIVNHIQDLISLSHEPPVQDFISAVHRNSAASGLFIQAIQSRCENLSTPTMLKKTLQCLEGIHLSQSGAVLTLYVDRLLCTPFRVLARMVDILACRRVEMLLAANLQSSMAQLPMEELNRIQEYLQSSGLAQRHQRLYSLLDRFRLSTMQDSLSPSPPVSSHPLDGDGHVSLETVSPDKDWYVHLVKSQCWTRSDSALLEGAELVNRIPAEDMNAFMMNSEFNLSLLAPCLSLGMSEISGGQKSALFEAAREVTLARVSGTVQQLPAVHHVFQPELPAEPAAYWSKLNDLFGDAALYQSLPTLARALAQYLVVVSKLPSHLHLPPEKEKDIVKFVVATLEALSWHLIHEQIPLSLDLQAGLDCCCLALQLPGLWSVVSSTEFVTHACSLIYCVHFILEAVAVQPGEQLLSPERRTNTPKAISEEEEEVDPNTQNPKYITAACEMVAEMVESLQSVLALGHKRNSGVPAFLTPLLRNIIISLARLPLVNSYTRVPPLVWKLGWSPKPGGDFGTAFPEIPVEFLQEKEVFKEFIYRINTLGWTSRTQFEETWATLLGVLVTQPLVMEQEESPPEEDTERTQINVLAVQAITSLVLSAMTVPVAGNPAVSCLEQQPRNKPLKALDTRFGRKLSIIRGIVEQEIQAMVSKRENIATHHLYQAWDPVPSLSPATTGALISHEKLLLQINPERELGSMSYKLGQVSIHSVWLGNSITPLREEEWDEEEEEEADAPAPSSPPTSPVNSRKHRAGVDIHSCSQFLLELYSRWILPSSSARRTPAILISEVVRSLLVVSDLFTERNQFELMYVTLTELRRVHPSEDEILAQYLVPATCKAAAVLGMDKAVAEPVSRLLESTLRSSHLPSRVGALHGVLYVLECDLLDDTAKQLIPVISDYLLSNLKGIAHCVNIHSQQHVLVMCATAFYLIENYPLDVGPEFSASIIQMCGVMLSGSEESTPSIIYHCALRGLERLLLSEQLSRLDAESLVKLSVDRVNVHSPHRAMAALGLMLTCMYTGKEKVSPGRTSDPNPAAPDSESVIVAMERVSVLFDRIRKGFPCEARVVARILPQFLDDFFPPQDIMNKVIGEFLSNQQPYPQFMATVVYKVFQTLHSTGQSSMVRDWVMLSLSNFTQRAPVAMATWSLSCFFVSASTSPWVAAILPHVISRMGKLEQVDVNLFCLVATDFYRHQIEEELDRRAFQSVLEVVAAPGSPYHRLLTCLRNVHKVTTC
Starred values were filed as active, the others as inactive; i = inactive; · = no result given; & = joins results of further samples. Rule as the data show it: active = inhibition above about 50%; inactive = the rest. The order is random; about 3.6% have a hit in one of these screens.

SMILES	Pf apPOL block	mHTT CaM bind
O=C(C1CC(c2ccccc2F)=NO1)N1CCCc2ccccc21 (stereo not drawn)	-0.6	-7.2
Cc1ccc(C2C3CN(C)CC=C3C(C#N)=C(N)C2(C#N)C#N)c(C)c1 (stereo not drawn)	1.4	16.0
O=C(O)CCCN1C(=O)C2C3C=CC(C3)C2C1=O (stereo not drawn)	6.3	-3.6
Cc1ccc(NC(=O)c2cc3c(=O)n(CC(C)C)ccc3n2C)c(C)c1	-5.2	-0.1
Cc1ccc(CC(=O)NC2CCN(c3cc(C)cc(C)c3)C2=O)cc1 (stereo not drawn)	-5.7	-5.0
Cc1ccc(C(=O)NCC(=O)N2CCCc3ccccc32)cc1	-1.0	-11.0
O=C(c1nn2c(C(F)(F)F)cc(-c3ccco3)nc2c1Br)N1CCOCC1	-1.4	12.0
CC(Oc1ccccc1)C(=O)N1CCN=C1SCc1ccccc1 (stereo not drawn)	1.7&0.0	-9.7&-15.0
Cc1ccnc(N2CCC(C(=O)Nc3ccccc3Br)CC2)n1	2.0	4.5
COc1ccc(-c2ccc(=O)n(CCNC(=O)c3ccc(-n4nc(C)cc4C)nn3)n2)cc1	-1.3	6.0
O=C(O)c1nccnc1C(=O)Nc1ccccc1N1CCOCC1	-6.9	·
CCCCCCCCCCCc1nnc(N)s1	·	-7.4
CC1=NS(=O)(=O)c2cccnc2N1c1cc(C)cc(C)c1	-1.9	-8.0
C1CCc2nnc(CCCCc3nnc4n3CCCCC4)n2CC1	-8.4	-1.0
O=C(Nc1ccccc1C#Cc1ccccc1)c1ccccc1F	-4.9	-16.6
O=C(c1cnccn1)N1CCCCC1c1nc(-c2ccc(F)cc2)no1 (stereo not drawn)	-5.5	-3.2
O=C(Cc1ccccc1Cl)N1CCC(c2nnc(C(F)(F)F)o2)CC1	-6.9	-4.5
Cc1cc(Cl)ccc1OCC(=O)Nc1ccc(-c2nc3cccnc3o2)cc1	-5.7	2.0
O=S(=O)(NC1CCCCC1N1CCOCC1)c1ccccc1 (stereo not drawn)	0.8	-0.2
O=C(Nc1ccc2c(c1)OCO2)O[C@H]1CCC12CCC(c1ccccc1)CC2 (stereo partly drawn)	-4.1	34.2
Cc1cccc(NCN2C(=O)S/C(=C\c3ccccc3F)C2=O)c1	-3.7	54.0*
CCOC(=O)C(C#N)=CNc1ccccc1SC	-6.6&1.2	·
Cc1ccccc1CS(=O)(=O)CCC(=O)NCc1ccco1	-13.2	1.0
O=C(COc1ccccc1Br)Nc1ccc(F)cc1	-5.3	-20.0
O=c1[nH]nc(SCc2c(F)cccc2Cl)c(=O)[nH]1	-10.5	-3.8
O=c1cc(O)c2c(=O)n(-c3ccccc3)c(-c3ccccc3)cc2o1	-9.4	·
COc1cccc(CNC(=O)C2CCCN(c3ccc(-c4nc(C)no4)cn3)C2)c1OC (stereo not drawn)	-1.6	5.1
O=C(NN=Cc1cc(Br)ccc1O)c1ccccc1Oc1ccccc1	5.1	·
CCCNC(=O)C1CCCN(c2ncc(-c3ccccc3)cn2)C1 (stereo not drawn)	-3.4	-10.4
CCOc1ccccc1Oc1c(C)oc2cc(OC(C)=O)ccc2c1=O	0.0	0.7

Another view of 29 compounds above.
Compound,Pf apPOL block,mHTT CaM bind
O=C(C1CC(c2ccccc2F)=NO1)N1CCCc2ccccc21 (stereo not drawn),-0.6,-7.2
Cc1ccc(C2C3CN(C)CC=C3C(C#N)=C(N)C2(C#N)C#N)c(C)c1 (stereo not drawn),1.4,16.0
O=C(O)CCCN1C(=O)C2C3C=CC(C3)C2C1=O (stereo not drawn),6.3,-3.6
Cc1ccc(NC(=O)c2cc3c(=O)n(CC(C)C)ccc3n2C)c(C)c1,-5.2,-0.1
Cc1ccc(CC(=O)NC2CCN(c3cc(C)cc(C)c3)C2=O)cc1 (stereo not drawn),-5.7,-5.0
Cc1ccc(C(=O)NCC(=O)N2CCCc3ccccc32)cc1,-1.0,-11.0
O=C(c1nn2c(C(F)(F)F)cc(-c3ccco3)nc2c1Br)N1CCOCC1,-1.4,12.0
CC(Oc1ccccc1)C(=O)N1CCN=C1SCc1ccccc1 (stereo not drawn),1.7&0.0,-9.7&-15.0
Cc1ccnc(N2CCC(C(=O)Nc3ccccc3Br)CC2)n1,2.0,4.5
COc1ccc(-c2ccc(=O)n(CCNC(=O)c3ccc(-n4nc(C)cc4C)nn3)n2)cc1,-1.3,6.0
O=C(O)c1nccnc1C(=O)Nc1ccccc1N1CCOCC1,-6.9,·
CCCCCCCCCCCc1nnc(N)s1,·,-7.4
CC1=NS(=O)(=O)c2cccnc2N1c1cc(C)cc(C)c1,-1.9,-8.0
C1CCc2nnc(CCCCc3nnc4n3CCCCC4)n2CC1,-8.4,-1.0
O=C(Nc1ccccc1C#Cc1ccccc1)c1ccccc1F,-4.9,-16.6
O=C(c1cnccn1)N1CCCCC1c1nc(-c2ccc(F)cc2)no1 (stereo not drawn),-5.5,-3.2
O=C(Cc1ccccc1Cl)N1CCC(c2nnc(C(F)(F)F)o2)CC1,-6.9,-4.5
Cc1cc(Cl)ccc1OCC(=O)Nc1ccc(-c2nc3cccnc3o2)cc1,-5.7,2.0
O=S(=O)(NC1CCCCC1N1CCOCC1)c1ccccc1 (stereo not drawn),0.8,-0.2
O=C(Nc1ccc2c(c1)OCO2)O[C@H]1CCC12CCC(c1ccccc1)CC2 (stereo partly drawn),-4.1,34.2
Cc1cccc(NCN2C(=O)S/C(=C\c3ccccc3F)C2=O)c1,-3.7,54.0*
CCOC(=O)C(C#N)=CNc1ccccc1SC,-6.6&1.2,·
Cc1ccccc1CS(=O)(=O)CCC(=O)NCc1ccco1,-13.2,1.0
O=C(COc1ccccc1Br)Nc1ccc(F)cc1,-5.3,-20.0
O=c1[nH]nc(SCc2c(F)cccc2Cl)c(=O)[nH]1,-10.5,-3.8
O=c1cc(O)c2c(=O)n(-c3ccccc3)c(-c3ccccc3)cc2o1,-9.4,·
COc1cccc(CNC(=O)C2CCCN(c3ccc(-c4nc(C)no4)cn3)C2)c1OC (stereo not drawn),-1.6,5.1
O=C(NN=Cc1cc(Br)ccc1O)c1ccccc1Oc1ccccc1,5.1,·
CCCNC(=O)C1CCCN(c2ncc(-c3ccccc3)cn2)C1 (stereo not drawn),-3.4,-10.4

(more compounds)
SMILES	Pf apPOL block	mHTT CaM bind
CCOc1cc(/C=C2/SC(N3CCOCC3)=NC2=O)ccc1O	2.2	6.0
CCc1ccc(S(=O)(=O)N2CCSC2c2cccc([N+](=O)[O-])c2)cc1 (stereo not drawn)	4.3	2.0
CCC(=O)N1CCc2cc(S(=O)(=O)CCC(=O)Nc3ccc(F)c(Cl)c3)ccc21	-4.3	1.0
O=C(O)CCn1c2c(sc1=O)C1c3ccccc3OCC1CS2 (stereo not drawn)	1.2	26.0
Cc1cc2oc(=O)cc(CN3CCN(c4ccccc4)CC3)c2cc1Cl	-7.6	-2.5
Cc1cccc(NC(=O)N2CCc3c(c(COCc4ccc(F)cc4Cl)nn3C)C2)c1	1.8	15.1
CC1(C)C2CCC(C2)C1CC1OCC(CN2CCCCC2)O1 (stereo not drawn)	-1.6	6.0
O=C(NCc1ccccn1)C1CC(c2ccc(F)cc2)=NO1 (stereo not drawn)	-0.3	-8.0
CC(C(=O)Nc1cccc(Cl)c1)N1C(=O)c2ccccc2C1=O (stereo not drawn)	-0.5	-3.0
Cc1ccccc1CN1C(=O)N(c2ccc(F)cc2)c2ncccc2S1(=O)=O	-1.5	-8.7
Cc1ccc(NC(=O)C2(N(CC(C)C)C(=O)Cn3nnnc3N)CCCCC2)cc1	-4.2	12.0
O=C(NCC(O)Cc1ccccc1)C1CC=CCC1 (stereo not drawn)	-7.5	-1.9
Cc1cn(S(=O)(=O)c2cc(Cl)ccc2Cl)cn1	6.0	0.8
Cc1noc(-c2ccc(C(F)(F)F)cc2)c1C(=O)NNC(=O)Nc1ccccc1	-5.9	·
O=C(c1noc2c1CCCC2)N1CCC2(CC1)OCCO2	-4.1	-0.5
c1ccc(Cn2cnnc2C2CCCN(C3CCOCC3)C2)cc1 (stereo not drawn)	0.7	-6.1
O=C(CCCc1ccccc1)Nc1ccc(S(=O)(=O)N2CCCC2)cc1	0.3	-4.1
Cn1c(=O)c2c(N)c([N+](=O)[O-])c(=O)n(C)c2n(C)c1=O	-16.0	·
CC(C)n1cnc2cc(CNC(=O)c3cnccn3)ccc21	-2.1	16.6
COc1ccc(OCC(O)CNC(=O)c2nccnc2C(=O)O)cc1 (stereo not drawn)	0.4	·
O=C(CSc1nc2c(cnn2-c2ccccc2)c(=O)[nH]1)Nc1ccc2c(c1)OCCO2	0.7	14.0
CSc1nc2ccc3nc(NC(=O)C4CC4)sc3c2s1	6.6	-0.3
Cc1ccc(S(=O)(=O)N(C)C)cc1N	-1.0	-4.1
Cc1cn(CC(C)C)c(=O)n(CC(C)C)c1=O	-2.5	-2.4
CCCCN1Cc2c(n(CC(=O)c3cc(-c4ccccc4)no3)c3cc(-c4ccccc4)nn3c2=O)C1=O	-1.6&-0.5	·
COc1ccc(N2COc3ccc4c(c3C2)OC(=Cc2ccc(OC)c(OC)c2OC)C4=O)cc1	-8.8	81.1*
CC(C)=CC(=O)Oc1ccc(-c2ccc(C)cc2)cc1	-5.4	-27.3
CCc1nn(-c2ccc(C)cc2)c(CC)c1C(=O)N1CCN(CC)CC1	-2.4	15.8
O=C(NC1C2CC3CC(C2)CC1C3)c1ccccn1 (stereo not drawn)	2.1	-11.0
COc1cccc(OCCNCc2ccco2)c1	-0.9	-1.0
CC(Oc1cc2oc(=O)c3c(c2cc1Cl)CCC3)C(=O)O (stereo not drawn)	-3.5	-4.3
COc1cc2oc(=O)cc(CN3CCN(C(C)=O)CC3)c2cc1Cl	-3.0	-2.9
Cc1c(NC(=O)CCCN2C(=O)c3ccccc3C2=O)c(=O)n(-c2ccccc2)n1C	-0.8	6.0
CCOC(=O)c1n[nH]n2c1nc(=S)c1ccccc12	13.9	·
COc1ccc(Br)cc1/C=N/OC(C)=O	1.2	i
O=C(CCc1ccc2nc(-c3ccccc3)[nH]c2c1)N1CCCC1	-3.3	-0.4
CC(=O)Nc1ccc(N2C(=O)CC(N3CCN(c4ccccn4)CC3)C2=O)cc1 (stereo not drawn)	1.0	-0.2
O=C(Nc1nnc(-c2ccco2)o1)c1ccc2c(c1)CCCC2	-5.8	2.6
Cc1cc(NC(=O)c2ccc(-c3ccc([N+](=O)[O-])cc3C)o2)ccc1NC(=O)c1ccco1	0.0	16.6
CCOc1ccc(C2Nc3ccccc3C(CC)(CC)O2)cc1OC (stereo not drawn)	-2.4	0.0
Cc1ccc(C)c(NC(=O)Cn2cnc(-c3nc(C)cs3)c2)c1	-1.2	2.2
CC(C)CNC(=O)NCCC1CCN(S(=O)(=O)c2ccccc2)CC1	-2.5	27.1
CNC1(C)C2CCC(C2)C1(C)C (stereo not drawn)	1.5	·
Fc1cccc(Cl)c1C1Nc2cccc3cccc(c23)N1	·	48.6
Cc1ccc(-c2nc3ncccc3o2)cc1NC(=O)c1ccco1	-0.9	1.0
COC(=O)Nc1ccc(S(=O)(=O)Nc2ccc(C(=O)O)cc2)cc1	-1.8	-19.1
CCCn1cc(CNC(=O)C2CCCN(c3nnc4c(Cl)cccn34)C2)c(C)n1 (stereo not drawn)	2.9	2.2
Cc1ccc(C(=O)COC(=O)c2ccc(O)cc2O)cc1	5.6	18.2
Cc1[nH]nc2c1C(c1ccc(OCc3ccccc3)cc1)CC(=O)N2 (stereo not drawn)	-1.9	-8.6
O=C(Cc1cc(F)cc(F)c1)Nc1ccccn1	-7.1	·

One compound at a time, from the list above:
COc1ccc(N2COc3ccc4c(c3C2)OC(=Cc2ccc(OC)c(OC)c2OC)C4=O)cc1 across the screens: Pf apPOL block: -8.8; mHTT CaM bind: 81.1*
Cc1ccc(C(=O)NCC(=O)N2CCCc3ccccc32)cc1 across the screens: Pf apPOL block: -1.0; mHTT CaM bind: -11.0

Carrying on:
SMILES	Pf apPOL block	mHTT CaM bind
Cc1cc(C)n2nc(S(=O)(=O)Nc3ccccc3Cl)nc2n1	-3.1	-3.0
CC(C)(C)NC(=O)/C(=C1\Nc2ccc([N+](=O)[O-])cc2N1)[N+](=O)[O-]	11.9	2.0
O=C(CN1C(=O)CCC1=O)NCC1COC2(CCCCC2)O1 (stereo not drawn)	1.7	-1.8
O=[N+]([O-])c1ccccc1CN1CCN(CC2CC3C=CC2C3)CC1 (stereo not drawn)	-7.2	3.1
CCN1C(=O)COc2ccc(-c3noc(-c4ccc(C)c(C)c4)n3)cc21	2.7	-5.3
CN(C)c1ccc(S(C)(=O)=O)cc1	·	0.9
CCOC(=O)C1(C)Oc2ccccc2C(C(=O)OC)=C1C(=O)OC (stereo not drawn)	5.6	-13.0
CCN1c2cc(C(=O)NCc3ccccc3C)ccc2C(=O)N2CCCCC21 (stereo not drawn)	0.2	-13.8
COc1ccccc1CNC(=O)c1oc2ccc(S(=O)(=O)N3CC(C)CC(C)C3)cc2c1C (stereo not drawn)	-0.5	6.0
CSc1nc(C)cc(OCCNS(=O)(=O)c2ccc(C)cc2)n1	-7.7	2.0
COc1cccc(C2=NOC(C(=O)N3CCN(c4ccccc4)CC3)C2)c1 (stereo not drawn)	-0.9	-5.3
O=C(O)C1CC=CCC1C(=O)Nc1ccc(Br)c2cccnc12 (stereo not drawn)	-2.0&-7.1	5.0&2.1
COc1ccc(N2C=C(C#N)S(=O)(=O)c3ccc(Cl)cc32)cc1	-4.6	0.4
Cc1occc1C(=O)NCc1cccs1	-4.6	0.0
O=C(NCc1ccc(Cl)cc1)c1cc2n(n1)CCCN(Cc1ccccc1)C2=O	-5.2	-5.0
Cc1cccc2[nH]c(-c3ccc(NC(=O)c4ccc([N+](=O)[O-])cc4)cc3)nc12	-4.6	11.0
CCC(CO)Nc1ncnc2c1cnn2-c1ccc(C)c(Cl)c1 (stereo not drawn)	-4.5	-2.3
CCc1nc2cc(-c3noc(-c4ccccn4)n3)ccc2o1	1.0	-7.4

Assay outcomes from PubChem.
